Bioassay records as filed in PubChem BioAssay.
IL1B secr inh: inhibitors of inflammasome signaling (IL-1 beta secretion); THP-1 LPS/ATP IL-1B secretion, AlphaLISA, 16 h; stronger effect = lower value; activity change, % at 57.5 µM; actives 4.7% (n = 360,000); in the data active = activity change below about -50%; inconclusive = mostly about -30% to -49%; also: % is scaled to controls: 0 for no effect and ±100 for the full control effect
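THP-1 cells pretreated 1 hr with compounds (up to 57.5 uM final), then stimulated with LPS (250 ng/mL final) plus ATP (1.25 mM final); secreted IL-1B measured by AlphaLISA after 16 hr, decreased signal indicating inhibition.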
MCF10A rereplic: induces DNA re-replication in MCF 10a normal breast cells. AID 624296. MCF 10A DNA re-replication, Hoechst nuclear intensity, 48 h. Potency, µM (highest dose often 46.1 µM), for inactives: at the top dose activity, positive = re-replication, most hits filed as activators. actives 2.9% (n = 350,000); also: potency is read from the fitted curve at half-maximal effect; % of control where 0% means no effect; nearly all actives have a fitted effect of over 50% in size
WRN helicase inh: blocks human WRN helicase; WRN helicase unwinding, fluorescent forked duplex, kinetic; Potency, µM (series often up to 114 µM), inactives show top-dose activity change, negative = inhibition, most hits filed as inhibitors; actives 0.46% (n = 360,000); also: potency is read from the fitted curve at half-maximal effect; % is scaled to controls: 0 for no effect and ±100 for the full control effect; nearly all actives have a fitted effect of over 55% in size
Target sequence (Q14191 whole entry, looked up): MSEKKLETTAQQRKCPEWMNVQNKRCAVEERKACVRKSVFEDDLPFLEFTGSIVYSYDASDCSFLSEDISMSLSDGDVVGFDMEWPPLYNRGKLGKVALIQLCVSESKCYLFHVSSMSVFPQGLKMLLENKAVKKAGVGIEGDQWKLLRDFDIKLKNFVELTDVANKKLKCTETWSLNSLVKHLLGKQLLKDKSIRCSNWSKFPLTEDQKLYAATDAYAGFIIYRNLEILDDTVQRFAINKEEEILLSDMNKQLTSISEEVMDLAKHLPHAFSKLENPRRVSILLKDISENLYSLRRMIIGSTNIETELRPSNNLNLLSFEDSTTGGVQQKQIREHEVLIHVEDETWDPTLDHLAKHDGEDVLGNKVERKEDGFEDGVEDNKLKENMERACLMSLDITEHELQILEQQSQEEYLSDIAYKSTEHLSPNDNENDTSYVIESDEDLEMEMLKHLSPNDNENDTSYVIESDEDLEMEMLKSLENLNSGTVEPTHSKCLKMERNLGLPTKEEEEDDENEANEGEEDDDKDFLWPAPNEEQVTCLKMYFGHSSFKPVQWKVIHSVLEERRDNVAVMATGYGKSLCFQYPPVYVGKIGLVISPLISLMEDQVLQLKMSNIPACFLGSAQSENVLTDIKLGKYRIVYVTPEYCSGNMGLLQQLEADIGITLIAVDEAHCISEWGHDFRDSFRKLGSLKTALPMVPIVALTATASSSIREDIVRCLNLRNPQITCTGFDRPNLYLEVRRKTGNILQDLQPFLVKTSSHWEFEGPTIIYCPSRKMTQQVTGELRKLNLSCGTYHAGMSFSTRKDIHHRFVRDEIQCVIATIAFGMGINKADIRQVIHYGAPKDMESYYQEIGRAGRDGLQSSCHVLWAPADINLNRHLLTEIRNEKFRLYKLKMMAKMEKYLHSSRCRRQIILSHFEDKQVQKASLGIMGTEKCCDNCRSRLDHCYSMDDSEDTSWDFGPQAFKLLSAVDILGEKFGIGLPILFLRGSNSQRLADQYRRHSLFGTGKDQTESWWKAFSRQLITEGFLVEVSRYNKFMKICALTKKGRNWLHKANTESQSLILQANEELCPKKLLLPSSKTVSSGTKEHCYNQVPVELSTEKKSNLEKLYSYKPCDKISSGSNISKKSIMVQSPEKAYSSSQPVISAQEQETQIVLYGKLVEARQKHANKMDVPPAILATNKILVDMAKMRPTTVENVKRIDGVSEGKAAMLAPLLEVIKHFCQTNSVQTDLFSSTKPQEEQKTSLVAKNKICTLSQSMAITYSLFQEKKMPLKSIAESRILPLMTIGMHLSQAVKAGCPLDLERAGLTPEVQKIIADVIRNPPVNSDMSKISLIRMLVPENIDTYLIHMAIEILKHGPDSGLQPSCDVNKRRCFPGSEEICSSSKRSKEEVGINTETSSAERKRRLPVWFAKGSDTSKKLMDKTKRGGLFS
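Primary qHTS, 1536-well format. 20 nM WRN + compound, 15 min RT; start with 100 nM forked fluorophore/quencher duplex, 2 mM ATP (final); kinetic read ex 525/em 598 nm.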
KB-3-1 tox: KB-3-1 parental cell cytotoxicity | KB-3-1 viability, CellTiter-Glo ATP luminescence, 72 h | Potency, µM (series often up to 46.1 µM), for inactives: at the highest dose activity change, negative = cytotoxic, actives largely listed as cytotoxic | actives 1.4% (n = 400,000); also: potency is read from the fitted curve at half-maximal effect; % is scaled to controls: 0 for no effect and ±100 for the full control effect; nearly all actives have a fitted effect of over 60% in size
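Cells are dispensed, compounds pinned in, plates held at 37 °C for 72 h, then CellTiter-Glo is added and luminescence read after 10 minutes. Cell line: parental KB-3-1 in phenol-red-free DMEM, 10% FBS.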
SW480 rerep: DNA re-replication induction in SW480 cells. SW480 DNA re-replication, Hoechst DNA content imaging, 48 h. Potency, µM (top dose mostly 46.1 µM), inactives show at the top dose re-replication activation, actives largely listed as activators. actives 1.8% (n = 340,000); also: potency is read from the fitted curve at half-maximal effect; % of control where 0% means no effect; nearly all actives have a fitted effect of over 55% in size
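Treated cells incubate 48 hr (37 C, 5% CO2), are stained 40 min with Hoechst, and nuclear fluorescence is enumerated; a rise in nuclei with high DNA signal marks re-replication.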
HT1080NT lethal: kills 2HG-producing HT-1080-NT fibrosarcoma cells; Potency, µM (highest dose often 46.1 µM), without a hit: at the top dose activity, negative = less viability, hits mostly cytotoxic; HT-1080-NT fibrosarcoma viability, CellTiter-Glo ATP luminescence, 48 h; AID 686970; actives 1.6% (n = 360,000);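 also: NT is the 2HG producing partner of a matched IDH1 knockdown line; potency is read from the fitted curve at half-maximal effect; 0% = DMSO-treated cells and -100% = media-only wells without cells; nearly all actives have a fitted effect of over 55% in size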
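A 48-hour cytotoxicity screen used HT-1080-NT cells plated 2 hours before compound delivery. ATP-based CellTiter-Glo luminescence measured viability, normalized to DMSO and no-cell controls.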
KB-V1 MDR tox: KB-V1 MDR subline cytotoxicity. KB-V1 MDR cells viability, CellTiter-Glo, 72 h. AID 1347076. actives 3.4% (n = 400,000). Potency, µM (top dose mostly 46.1 µM), without a hit: top-dose activity change, negative = cytotoxicity, usual class: cytotoxic; also: potency is read from the fitted curve at half-maximal effect; % is scaled to controls: 0 for no effect and ±100 for the full control effect; nearly all actives have a fitted effect of over 60% in size
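Readout: CellTiter-Glo luminescence, 10 min after addition. Cells: KB-V1 MDR subline, 72 h at 37 degrees C with compound. Analysis: corrected, normalized data fitted to concentration-effect curves.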
ATXN2 expr inh: reduces ATXN2 reporter expression in HEK-293 cells; HEK-293 ATXN2-luciferase reporter, luminescence, 24 h; Potency, µM (doses to about 57 µM), inactives show at the top dose activity change, negative = inhibition, usual class: inhibitors; actives 0.72% (n = 360,000); also: potency is read from the fitted curve at half-maximal effect; % is scaled to controls: 0 for no effect and ±100 for the full control effect; nearly all actives have a fitted effect of over 55% in size
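ATXN2-luciferase reporter cells (luciferase flanked by upstream and downstream ATXN2 gene portions) were treated 24 h at 37 °C with compounds at up to 57 uM. SteadyGlo luminescence gave expression; GF-AFC fluorescence gave viability.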
HT1080 IDH1KD tx: HT-1080 IDH1 knockdown cell toxicity (counter line); HT-1080 IDH1 knockdown viability, ATP luminescence, 48 h; Potency, µM (top dose mostly 46.1 µM), for inactives: at the highest dose activity, negative = toxicity, most hits filed as cytotoxic; actives 2% (n = 360,000); AID 686971;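 also: potency is read from the fitted curve at half-maximal effect; 0% = DMSO wells and -100% = cell-free medium wells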
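Viability of IDH1-knockdown HT-1080 fibrosarcoma cells was assessed by CellTiter-Glo after 48 h at 37 °C with titrated compound; concentration-effect curves were classified by fit quality and response size.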
* = called active by the depositor; u = inconclusive; x = no result given; ! = a repeat was not active. Unless noted, calls follow the shape of the dose curve; as a rule, active = well fitted curve in the direction sought with a large enough effect; inconclusive = small, poorly fitted or top-dose-only effect, or another doubt; inactive = no such curve, though single readings can be large; an effect the other way counts as inactive or inconclusive.

SMILES | IL1B secr inh | MCF10A rereplic | WRN helicase inh | KB-3-1 tox | SW480 rerep | HT1080NT lethal | KB-V1 MDR tox | ATXN2 expr inh | HT1080 IDH1KD tx
Cc1c(F)cccc1NS(=O)(=O)c1ccc2c(c1)NC(=O)CO2 | 5.0 | 18.0% | -6.5% | -13.1% | -2.3% | -12.2% | -1.3% | -22.1% | -16.8%
CCOC(=O)C1=C(C)NC(=O)CC1c1ccccc1 (centres undefined) | -2.7 | 2.2% | 4.8% | 7.6% | -1.3% | 11.2% | 15.2% | -6.9% | 8.7%
COc1ccc(OC)c(/C=N/NC(=O)c2[nH]nc3c2CCc2ccccc2-3)c1 | -7.7 | 23.1µM* | -8.2% | -9.8% | u | -9.8% | 4.8% | -14.3% | -8.2%
c1ccc(Nc2nnc(-c3cccnc3)s2)cc1 | -4.4 | -2.8% | 2.8% | -16.8% | -4.7% | 13.2% | -18.7% | 37.2% | 21.4%
O=C(NCc1ccccc1CN1CCCC1)c1ccc(S(=O)(=O)Nc2ccccc2)cc1 | u | x | 2.4% | -25.7% | x | -15.9% | u | x | u
COc1ccc(CN2CCN(C(=O)Cn3nc(C)n4cccc4c3=O)CC2)c(OC)c1OC | 27.9 | 0.9% | 1.4% | -0.3% | -5.5% | 1.8% | 9.4% | -5.3% | -7.6%
O=C(c1cc(=O)[nH]c2ccccc12)N1CCN(S(=O)(=O)c2ccc3ccccc3c2)CC1 | -9.8 | u | -12.3% | u | -3.1% | 3.8% | 3.4% | -16.2% | 0.5%
COc1ccc(OC)c(S(=O)(=O)N2CCC(C(=O)N3CCc4ccccc4C3)CC2)c1 | -17.4 | 18.8% | -4.7% | -2.7% | -2.4% | -11.7% | 0.0% | -12.7% | -0.6%
COc1ccc(S(=O)(=O)N2CCCCC2)cc1NS(=O)(=O)c1ccccc1 | 18.5 | -3.1% | -19.5% | 0.0% | 0.7% | 8.1% | 1.8% | -9.6% | 10.5%
Cc1ccccc1NC(=O)CSc1ccc2nnc(-c3ccccn3)n2n1 | -12.6 | -18.9% | 6.8% | -4.9% | -14.4% | 10.2% | 13.4% | 5.4% | 20.2%
C=C[C@@H]1c2ccccc2N(S(=O)(=O)c2ccc(C)cc2)[C@H](c2ccc(OC(C)=O)cc2)C1(C#N)C#N | -15.7 | u | -6.3% | 18.4µM*! | u | u | u | u | u
Cc1onc(C(=O)NN)c1-c1csc(COc2ccccc2)n1 | 43.0 | -0.3% | -2.6% | 2.0% | 17.4% | 2.8% | -3.7% | x | 5.0%
O=C(N/C(=C\c1ccc(Br)cc1)C(=O)N1CCOCC1)c1ccc([N+](=O)[O-])cc1 | 7.7 | 23.9% | 2.8% | 4.1% | -3.2% | -6.0% | -25.2% | -3.4% | -12.7%
CCOC(=O)/C(C#N)=C/Nc1cc(OC)ccc1OC | -17.2 | u | 0.6% | 15.7% | -2.8% | 20.4% | -6.7% | 16.6% | 7.1%
COc1cc2ccccc2ccc1=NO | u | u | 5.0% | u | u | -9.8% | 16.4µM* | u | -15.5%
O=C(Cc1ccsc1)Nc1ccccc1F | -5.0 | 27.9% | 0.2% | 12.1% | -3.9% | 19.3% | 15.3% | 21.2% | 10.0%
Cc1cc2c(NC(=O)Nc3ccccc3)cccc2nn1 | 39.1 | -2.2% | 0.3% | -10.8% | 2.6% | 24.2% | u | 2.0% | 22.5%
CC(C)(C)OC(=O)CNC(=O)c1[nH]cnc1C(=O)NCCCCCN | 17.4 | -1.7% | -2.5% | u | -1.8% | 11.7% | u | -3.6% | 18.1%
CC(C)(C)OC(=O)N1CCc2onc(-c3ccc(N)cc3)c2C1=O | 6.1 | x | 0.3% | 5.3% | x | 7.0% | 13.5% | 2.5% | -0.2%
CCOC(=O)c1cnc(-c2ccccc2)nc1Oc1ccc(C)cc1 | -2.2 | 8.4% | -6.4% | -6.3% | -1.2% | 6.2% | 5.0% | u | 1.5%
CCc1ccc(N2C(=O)C(Cl)=C(N3CCOCC3)C2=O)cc1 | -4.6 | 7.6% | -12.8% | 1.6% | -4.1% | 8.4% | 0.3% | -1.1% | -4.6%
CN(C)C=NC(=O)c1cccn1-c1ncc(C(F)(F)F)cc1Cl | -20.2 | 1.0% | -4.0% | 1.0% | -8.8% | 23.6% | -1.0% | -7.3% | 11.9%
COc1ccccc1CNC(=O)COc1ccc([N+](=O)[O-])cc1 | -24.0 | 0.6% | -7.0% | 8.1% | 2.7% | -9.3% | 0.1% | -12.5% | -9.0%

Molecules above that contain four or more nitrogen atoms:
SMILES | IL1B secr inh | MCF10A rereplic | WRN helicase inh | KB-3-1 tox | SW480 rerep | HT1080NT lethal | KB-V1 MDR tox | ATXN2 expr inh | HT1080 IDH1KD tx
COc1ccc(OC)c(/C=N/NC(=O)c2[nH]nc3c2CCc2ccccc2-3)c1 | -7.7 | 23.1µM* | -8.2% | -9.8% | u | -9.8% | 4.8% | -14.3% | -8.2%
c1ccc(Nc2nnc(-c3cccnc3)s2)cc1 | -4.4 | -2.8% | 2.8% | -16.8% | -4.7% | 13.2% | -18.7% | 37.2% | 21.4%
COc1ccc(CN2CCN(C(=O)Cn3nc(C)n4cccc4c3=O)CC2)c(OC)c1OC | 27.9 | 0.9% | 1.4% | -0.3% | -5.5% | 1.8% | 9.4% | -5.3% | -7.6%
Cc1ccccc1NC(=O)CSc1ccc2nnc(-c3ccccn3)n2n1 | -12.6 | -18.9% | 6.8% | -4.9% | -14.4% | 10.2% | 13.4% | 5.4% | 20.2%
Cc1onc(C(=O)NN)c1-c1csc(COc2ccccc2)n1 | 43.0 | -0.3% | -2.6% | 2.0% | 17.4% | 2.8% | -3.7% | x | 5.0%
Cc1cc2c(NC(=O)Nc3ccccc3)cccc2nn1 | 39.1 | -2.2% | 0.3% | -10.8% | 2.6% | 24.2% | u | 2.0% | 22.5%
CC(C)(C)OC(=O)CNC(=O)c1[nH]cnc1C(=O)NCCCCCN | 17.4 | -1.7% | -2.5% | u | -1.8% | 11.7% | u | -3.6% | 18.1%
CN(C)C=NC(=O)c1cccn1-c1ncc(C(F)(F)F)cc1Cl | -20.2 | 1.0% | -4.0% | 1.0% | -8.8% | 23.6% | -1.0% | -7.3% | 11.9%
